# KB-V1 MDR tox: kills drug-selected multidrug resistant KB-V1 cells; KB-V1 MDR cells viability, CellTiter-Glo, 72 h; Potency, µM (top dose mostly 46.1 µM), inactives show at the highest dose activity change, negative = cytotoxicity, actives largely listed as cytotoxic; 400,000 compounds, 3.4% hits; AID 1347076; further: potency means the concentration at half of the fitted maximal effect; on the % scale 0 is the no-effect control and ±100 the full control effect; nearly all actives have a fitted effect of over 60% in size
#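 qHTS viability screen in drug-selected KB-V1 MDR cells: 72 h compound treatment at 37 degrees C, ATP luminescence end point.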
# GLP-1R agonist: agonists of human GLP-1 receptor; HEK293 GLP-1R CRE-luciferase, luminescence, 4-6 h; cells express a hypersensitive GLP-1R form; AID 624172; P43220; Potency, µM (top dose mostly 45.6 µM), inactives show top-dose activation, hits mostly activators; 380,000 compounds, 0.007% hits; further: potency means the concentration at half of the fitted maximal effect; % of control where 0% means no effect
# Target sequence (P43220 whole entry, looked up): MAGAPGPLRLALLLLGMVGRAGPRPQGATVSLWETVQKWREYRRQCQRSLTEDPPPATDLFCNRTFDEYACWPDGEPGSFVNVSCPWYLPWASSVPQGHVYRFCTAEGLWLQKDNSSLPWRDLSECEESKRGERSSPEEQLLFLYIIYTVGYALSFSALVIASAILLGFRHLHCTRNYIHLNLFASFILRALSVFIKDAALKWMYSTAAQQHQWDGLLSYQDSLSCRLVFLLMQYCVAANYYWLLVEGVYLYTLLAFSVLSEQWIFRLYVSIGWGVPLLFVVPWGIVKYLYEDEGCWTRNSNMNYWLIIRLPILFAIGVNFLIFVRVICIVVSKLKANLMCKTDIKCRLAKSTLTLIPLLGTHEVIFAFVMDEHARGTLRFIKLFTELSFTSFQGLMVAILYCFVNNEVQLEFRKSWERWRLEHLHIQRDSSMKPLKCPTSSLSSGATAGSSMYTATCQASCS
# IL-1B inflam inh: inflammasome signaling inhibition, IL-1 beta readout; AID 743279; 360,000 compounds, 4.7% hits; activity change, % at 57.5 µM; THP-1 LPS/ATP IL-1B secretion, AlphaLISA, 16 h; hits give low values; in the data active means activity change below about -50%; inconclusive means mostly about -30% to -49%; further: on the % scale 0 is the no-effect control and ±100 the full control effect
#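 THP-1 cells pretreated 1 hr with compounds (up to 57.5 uM final), then stimulated with LPS (250 ng/mL final) plus ATP (1.25 mM final); secreted IL-1B measured by AlphaLISA after 16 hr, decreased signal indicating inhibition.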
# D3 ag: activates the human D3 dopamine receptor; P35462; 410,000 compounds, 0.58% hits; max activation, %; AID 652048; D3R DiscoveRx beta-arrestin cells, luminescence, 90 min; in the data active means max activation above about 30%; further: 0% is about no effect; mostly tested at two doses, the higher about 12 µM
# Target sequence (P35462 whole entry, looked up): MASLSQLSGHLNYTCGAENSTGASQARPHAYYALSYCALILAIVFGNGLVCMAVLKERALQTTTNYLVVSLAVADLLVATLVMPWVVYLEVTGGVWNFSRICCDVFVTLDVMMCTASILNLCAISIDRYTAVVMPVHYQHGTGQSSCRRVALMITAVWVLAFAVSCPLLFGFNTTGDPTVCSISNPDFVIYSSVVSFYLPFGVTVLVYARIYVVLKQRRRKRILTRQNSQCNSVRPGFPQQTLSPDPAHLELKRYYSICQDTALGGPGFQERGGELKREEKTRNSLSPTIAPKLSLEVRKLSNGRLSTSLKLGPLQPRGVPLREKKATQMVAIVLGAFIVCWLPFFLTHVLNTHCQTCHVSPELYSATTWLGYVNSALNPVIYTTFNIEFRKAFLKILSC
#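 Agonist-mode cell screen: cells plated at 1500/well and incubated overnight at 37 °C, then exposed to library compounds for 90 min at 37 °C. Detection reagent was added for 30–60 min at room temperature, and luminescence was read.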
# HT1080 IDH1KD tx: toxicity to HT-1080 IDH1 knockdown cells (counter line); HT-1080 IDH1 knockdown viability, ATP luminescence, 48 h; Potency, µM (titrated, usually from 46.1 µM), without a hit: top-dose activity, negative = toxicity, hits mostly cytotoxic; 360,000 compounds, 2% hits; AID 686971;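 further: potency means the concentration at half of the fitted maximal effect; 0% = DMSO wells and -100% = cell-free medium wells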
#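 Assay cells: HT-1080 with IDH1 knockdown, 750 per well, RPMI/5% FBS. Exposure: 48 h at 37 °C following 2 h pre-incubation. Read: CellTiter-Glo luminescence; fitted concentration-response, curve class assigned.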
# SW480 rerep: induces DNA re-replication in SW480 colon adenocarcinoma cells; SW480 DNA re-replication, Hoechst DNA content imaging, 48 h; Potency, µM (doses to about 46.1 µM), without a hit: at the highest dose re-replication activation, hits mostly activators; 340,000 compounds, 1.8% hits; AID 624297; further: potency means the concentration at half of the fitted maximal effect; % of control where 0% means no effect; nearly all actives have a fitted effect of over 55% in size
#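 250 cells/well; 23 nL cpd via pin tool; 48 hr, 37 C, 5% CO2; Hoechst 40 min; imager read of total nuclear intensity, ex 405/em 500-530 nm.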
# HT1080-NT tox: kills 2HG-producing HT-1080-NT fibrosarcoma cells. HT-1080-NT fibrosarcoma viability, CellTiter-Glo ATP luminescence, 48 h. Potency, µM (doses to about 46.1 µM), for the others: at the highest dose activity, negative = less viability, actives largely listed as cytotoxic. 360,000 compounds, 1.6% hits. AID 686970;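 further: NT is the 2HG producing partner of a matched IDH1 knockdown line; potency means the concentration at half of the fitted maximal effect; 0% = DMSO-treated cells and -100% = media-only wells without cells; nearly all actives have a fitted effect of over 55% in size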
#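 Fibrosarcoma NT cells, 750 per well in 5% FBS RPMI, were exposed to compound for 48 hours. Viability: CellTiter-Glo luminescence.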
# D3 antag: D3 dopamine receptor (human) antagonism; D3R cells, DiscoveRx beta-arrestin luminescence, antagonist mode; hits give low values; max response, negative = inhibition, %; 360,000 compounds, 2.5% hits; AID 652054; in the data active means max response below about -50%; inconclusive means no clear call, values can overlap the other calls; further: on the % scale 0 is the no-effect control and ±100 the full control effect; mostly tested at two doses, the higher about 12 µM
#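 Cells expressing the human receptor were seeded at 1500 cells/well, incubated overnight at 37 degrees C in 5% CO2, then exposed to library compounds with dopamine controls for 90 minutes at 37 degrees C before luminescent detection.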
# KB-3-1 cytotox: kills parental KB-3-1 adenocarcinoma cells | 400,000 compounds, 1.4% hits | KB-3-1 viability, CellTiter-Glo ATP luminescence, 72 h | Potency, µM (series often up to 46.1 µM), without a hit: top-dose activity change, negative = cytotoxic, most hits filed as cytotoxic; further: potency means the concentration at half of the fitted maximal effect; on the % scale 0 is the no-effect control and ±100 the full control effect; nearly all actives have a fitted effect of over 60% in size
#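 Parental KB-3-1 adenocarcinoma cells in phenol-red-free DMEM with 10% FBS were pin-treated with compounds at several concentrations, incubated 72 h at 37 °C, and viability read by CellTiter-Glo luminescence; concentration-effect curves were fitted after normalization.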
# An asterisk follows results filed as active; ? = inconclusive; . = no result given; & = joins results of further samples; [ ] = another dose, or the depositor's remark. Unless noted, the call rests on the fitted dose curve; in most records, active means well fitted curve in the direction sought with a large enough effect; inconclusive means small, poorly fitted or top-dose-only effect, or another doubt; inactive means no such curve, though single readings can be large; an effect the other way counts as inactive or inconclusive.
No.	Molecule	KB-V1 MDR tox	GLP-1R agonist	IL-1B inflam inh	D3 ag	HT1080 IDH1KD tx
1	COC(=O)c1cc(Cl)c(NC(=O)/C=C/c2ccc(OC)c(OC)c2)cc1OC	?	0%	-3	27	-6%
2	COc1ccc(N(C(=O)c2ccncc2)S(=O)(=O)c2ccc3c4c(cccc24)C(=O)N3C)cc1	0%	-6%	-14	4	-11%
3	CCOC(=O)[C@H]1[C@H]2COc3ccc(Cl)cc3[C@@H]2N2C(=O)c3ccc(C)cc3NC(=O)[C@@]12C	14%	7%	-13	-27	13%
4	O=C(CSc1nnc(NC(=O)Cc2ccccc2)s1)NCC1CCCO1 (configuration not stated)	13%	-5%	30	-15	13%
5	O=C(CSc1nc2ccccc2c(=O)[nH]1)Nc1ccccc1O	2%	18%	165	8	-18%
6	Cc1oc2c(c(C)cc3oc(=O)c(CC(=O)NCCCN4CCCC4=O)c(C)c32)c1C	0%	3%	-11	-9	6%
7	CCCCN(C(=O)c1ccc(OC)c([N+](=O)[O-])c1)c1c(N)n(CCC)c(=O)[nH]c1=O	-9%	2%	0	0	18%
8	COc1ccc(NC(=O)Cn2c(=O)n(CC3CCCO3)c(=O)c3ccccc32)c(OC)c1 (configuration not stated)	-8%&-10%	8%&0%	-6	-10&7	-6%
9	CN(Cc1ccco1)S(=O)(=O)c1cc(F)ccc1CN1C(=O)c2cccnc2C1=O	6%	-5%	28	0	1%
10	CCN(C(=O)/C=C/c1cc(OC)c(OC)c(OC)c1)C1CCCCC1	?	15%	-11	1	1%
11	Cc1cc(C)c2c(c1)[C@@H]1C=CC[C@@H]1[C@H](c1ccc(S(=O)(=O)N3CCOCC3)cc1)N2	-15%	-4%	-17	5	4%
12	O=C1CSC(=S)N1c1cccnc1	9%	0%	3	1	4%[9.24 µM]
13	Cc1ccc(CN2CCC(NC(=O)c3ccccc3)CC2)cc1	-1%	19%	0	-19	16%
14	C/C(=N\NC(=O)c1nnn(-c2nonc2N)c1C(C)C)c1cc(C)sc1C	-22%	9%	-10	-14	-21%
15	O=S(=O)(c1ccccc1)N(CC(O)Cn1c2ccccc2c2ccccc21)c1ccccc1 (configuration not stated)	?	-4%	-53*	7	?

No.	SW480 rerep	HT1080-NT tox	D3 antag	KB-3-1 cytotox
1	?	-7%	34	6%
2	-62%[inhibitor]	-16%	-15	-20%
3	3%	18%	38	-4%
4	-23%	11%	-19	-1%
5	-92%[inhibitor]	-14%	-15	0%
6	0%	-2%	-1	0%
7	6%	15%	8	5%
8	19%	-8%	-8	0%&1%
9	-1%	9%	13	5%
10	?	-1%	0	-30%
11	2%	3%	-21	-6%
12	?	2%	-8	11%
13	3%	9%	-96*	0%
14	-4%	-20%	-23	-3%
15	?	?	18	?

# (further entries)
No.	Molecule	KB-V1 MDR tox	GLP-1R agonist	IL-1B inflam inh	D3 ag	HT1080 IDH1KD tx
16	O=C1CCC(=O)N1c1ccc(S(=O)(=O)Nc2ccc(Br)cc2)cc1	16%	1%	8	-9	4%
17	O=C(Nc1ccc(C(=O)N2CCN(c3ccncc3)CC2)cc1)c1ccc(Br)o1	-3%	-2%	-24	-9	11%
18	C=CCOc1ccc(C2/C(=C(\O)c3ccc4c(c3)OCCO4)C(=O)C(=O)N2CCCN2CCOCC2)cc1 (configuration not stated)	?	3%	-8	-1	11%
19	Cn1c(=O)c2c(ncn2CC(=O)N2CCN(S(=O)(=O)c3ccc(Cl)cc3)CC2)n(C)c1=O	7%	3%	17	1	0%
20	CC(C)Oc1cccc(C(=O)C2CCCN(C(=O)c3csnn3)C2)c1 (configuration not stated)	-1%	12%	1	9	7%
21	CSc1ncc(-c2ccccc2)cn1	13%	7%	-3	-4	?
22	CCn1c(SCC(=O)c2cc(C)n(CC3CCCO3)c2C)nc2ccccc21 (configuration not stated)	-22%	4%	-25	1	-1%
23	COCCn1nnnc1C(C(C)C)N1CCOCC1 (configuration not stated)	1%	-2%	7	-4	0%
24	Cc1cccc(CN2C(=O)c3ccccc3S(=O)(=O)c3ccc(C(=O)N4CCN(c5cc(C)ccc5C)CC4)cc32)c1	-6%	-2%	.	8	.
25	CN(C)c1nc(SCc2ccccc2Cl)nc2c1CCCC2	-30%	12%	44	-9	-16%
26	O=C(O)CSc1nnc(COc2cccc3cccnc23)n1-c1cccc(C(F)(F)F)c1	?	-1%	3	10	4%
27	NC(=O)N/N=C/c1ccc([N+](=O)[O-])o1	?	4%	8	5&7&-14	-20%
28	CC(OC(=O)CCN1C(=O)C2CC=CCC2C1=O)C(=O)c1ccc(F)cc1 (configuration not stated)	4%	6%	-4	11	12%
29	O=C(CNCc1ccccc1)Nc1ccccc1-c1ccccc1	-15%	7%	-14	-5	11%
30	CCOc1ccc2nc(NC(=O)C3=NN(c4ccccc4)C(=O)CC3)sc2c1	2%	15%	20	-4	-1%

No.	SW480 rerep	HT1080-NT tox	D3 antag	KB-3-1 cytotox
16	-56%[inhibitor]	2%	-5	12%
17	.	17%	0	?
18	-30%	-2%	1	27%
19	-1%	3%	5	-2%
20	-3%	3%	4	-3%
21	2%	?	-27	2%
22	-3%[9.22 µM]	-2%	16	-10%
23	-1%	11%	-18	6%
24	.	.	.	-1%
25	2%	0%	?	-2%
26	?	12%	-1	2%
27	?	-29%	3	-16%
28	1%	10%	9	-8%
29	-3%	-1%	-7	3%
30	2%	-2%	4	7%

# Later entries:
No.	Molecule	KB-V1 MDR tox	GLP-1R agonist	IL-1B inflam inh	D3 ag	HT1080 IDH1KD tx
31	O=C(Nc1ccc(Cl)cc1)C1=Cc2ccccc2OC1	-26%	-13%	-27	-3	?
32	O=C(Nc1ccccc1OC(F)F)c1ccc(N2CCCC2=O)cc1	2%	1%	-19	0	18%
33	COc1cccc2c1Oc1ncccc1N(C(=O)CCC(=O)NCc1ccccc1F)C2	18%	3%	-7	2	0%
34	O=S1(=O)N=C2CCCCCN2C(c2ccc(F)cc2)N1 (configuration not stated)	16%	11%	0	-1	3%
35	S=c1[nH]nc(COc2ccccc2)n1-c1ccccc1	3%	0%	0	3	1%
36	COc1ccc(-c2nc(CN3CCN(C(=O)c4ccco4)CC3)c(C)o2)c(OC)c1C	.	1%	-5	12	13%
37	Oc1cc(-c2ccncc2)cc2cccnc12	?	-2%	.	.	.
38	CC1=CC(=O)[C@@H](OC(=O)Nc2ccc(C)cc2)[C@@H](c2ccccc2Br)N1C	20%	2%	-14	-17	8%
39	Cc1ccc(SCC(=O)O/N=C(\N)c2ccc([N+](=O)[O-])cc2)cc1	-7%	-3%	-4	-3	10%
40	COc1nc(-c2ccccc2)cc(-c2ccc(OC)c(OC)c2)n1	8.2µM*	2%	-19	98*	?
41	COC(=O)[C@H]1CN(C(=O)c2ccccc2)C(=O)N1	3%	4%	-6	4	9%
42	CCC1=C(c2ccc(C)cc2)S(=O)(=O)N=C1N1CCC(C(=O)NCCCN2CCCCC2)CC1	?	3%	-5	-5	9%
43	O=C(NN1CCCCC1)c1cnn2c(C(F)F)cc(-c3ccccc3)nc12	-8%	17%	10	9	12%
44	Cc1nnc(NC(=O)CSc2ccccc2N)s1	17%	6%	41	-2	1%
45	Cc1ccc(CNC(=O)CSc2nc(C)cs2)cc1	7%	5%	3	-1	2%
46	CC1=C(C(=O)OCc2ccc3c(c2)OCO3)C(c2ccc(O)c([N+](=O)[O-])c2)NC(=O)N1 (configuration not stated)	-1%	-2%	48	-3	-8%
47	O=C(Nc1nnc(C2CC2)s1)C1Cc2ccccc2CN1S(=O)(=O)c1cccs1 (configuration not stated)	-31%	-5%	0	-1	-8%
48	CC(C)(C)N1CC(C(=O)O)CC1=O (configuration not stated)	27%	5%	8	4	5%

No.	SW480 rerep	HT1080-NT tox	D3 antag	KB-3-1 cytotox
31	0%[9.22 µM]	-12%	9	-8%
32	.	13%	-5	-8%
33	-20%	2%	-3	1%
34	-3%	5%	-16	-19%
35	-36%[inhibitor]	9%	-3	-5%
36	1%	-3%	-2	.
37	-6%	.	.	10µM*
38	?	19%	0	4%
39	-4%	3%	21	7%
40	?	-8%	55	5%
41	-3%[9.22 µM]	2%	14	-6%
42	-11%	2%	-9	24%
43	-1%	2%	15	6%
44	-3%	-17%	5	5%
45	-36%[inhibitor]	4%	9	3%
46	-12%	-13%	-11	8%
47	-2%	-8%	0	-5%
48	-9%	20%	15	4%

# Retrieved one by one from above (4):
No.	Molecule	KB-V1 MDR tox	GLP-1R agonist	IL-1B inflam inh	D3 ag	HT1080 IDH1KD tx
46	CC1=C(C(=O)OCc2ccc3c(c2)OCO3)C(c2ccc(O)c([N+](=O)[O-])c2)NC(=O)N1 (configuration not stated)	-1%	-2%	48	-3	-8%
33	COc1cccc2c1Oc1ncccc1N(C(=O)CCC(=O)NCc1ccccc1F)C2	18%	3%	-7	2	0%
48	CC(C)(C)N1CC(C(=O)O)CC1=O (configuration not stated)	27%	5%	8	4	5%
39	Cc1ccc(SCC(=O)O/N=C(\N)c2ccc([N+](=O)[O-])cc2)cc1	-7%	-3%	-4	-3	10%

No.	SW480 rerep	HT1080-NT tox	D3 antag	KB-3-1 cytotox
46	-12%	-13%	-11	8%
33	-20%	2%	-3	1%
48	-9%	20%	15	4%
39	-4%	3%	21	7%

# Entries listed so far containing a thiophene ring, fused or not, in the order listed:
No.	Molecule	KB-V1 MDR tox	GLP-1R agonist	IL-1B inflam inh	D3 ag	HT1080 IDH1KD tx
14	C/C(=N\NC(=O)c1nnn(-c2nonc2N)c1C(C)C)c1cc(C)sc1C	-22%	9%	-10	-14	-21%
47	O=C(Nc1nnc(C2CC2)s1)C1Cc2ccccc2CN1S(=O)(=O)c1cccs1 (configuration not stated)	-31%	-5%	0	-1	-8%

No.	SW480 rerep	HT1080-NT tox	D3 antag	KB-3-1 cytotox
14	-4%	-20%	-23	-3%
47	-2%	-8%	0	-5%

# Screens: PubChem, National Center for Advancing Translational Sciences (NCATS)
